Screens: PubChem, several laboratories
CRFBP-R2 block – CRF-BP/CRF-R2 complex antagonism | HEK293 CRF-R2/CRF-BP, CRF-induced calcium fluorescence | inhibition, % at 11.8 µM | 350,000 tested, 0.59% active | AID 588475;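 active means inhibition of the ligand-induced calcium signal above about 50% at the single tested concentration, limit read from the data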
p-CIP stab down – p/CIP protein destabilization; Q05BA5; F442A p/CIP-EGFP cells, EGFP fluorescence, 16 h; decrease of EGFP signal, % at 10 µM; 290,000 tested, 0.01% active; AID 1984;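 active means EGFP signal decrease of at least 30% at 10 µM or well 3 SD below plate mean, unless failing retest; inactive means the rest, including hits failing retest or dose response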; further: some compounds called inactive have numbers as strong as hits; many of its hits are not listed in these tables
MEKK3 PB1 HTS – MEKK3-MEK5 PB1 interaction, increase or decrease | bead-based flow cytometry, Alexa488-MEK5 binding to MEKK3; actives lie on both sides; 0 = blocked by unlabeled MEK5, 100 = vehicle | Q99759 | binding response (% of control), % at 10 µM | 290,000 tested, 1.4% active | AID 1529;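 active means binding response more than 3 SD above or below the average of its plate-row segment, actives on both sides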;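 further: Alexa488 bead fluorescence after subtracting the streptavidin-only scavenger bead signal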
GalR3 antag – human GalR3 antagonism | O60755 | HEK293 GalR3-CNG cAMP membrane potential fluorescence; galR3 body fused to GalR1 C-terminus | inhibition, % at 3 µM | 360,000 tested, 0.44% active | AID 651719;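 active means inhibition above the screen-wide average plus 3 SD, cut at about 13% in these data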;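 further: forskolin and galanin both at EC90 stimulate the cells; cAMP rise reported by CNG channel membrane potential dye signal; 0% = forskolin plus galanin with DMSO and 100% = forskolin alone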
Target sequence (O60755 1-299 limits assumed): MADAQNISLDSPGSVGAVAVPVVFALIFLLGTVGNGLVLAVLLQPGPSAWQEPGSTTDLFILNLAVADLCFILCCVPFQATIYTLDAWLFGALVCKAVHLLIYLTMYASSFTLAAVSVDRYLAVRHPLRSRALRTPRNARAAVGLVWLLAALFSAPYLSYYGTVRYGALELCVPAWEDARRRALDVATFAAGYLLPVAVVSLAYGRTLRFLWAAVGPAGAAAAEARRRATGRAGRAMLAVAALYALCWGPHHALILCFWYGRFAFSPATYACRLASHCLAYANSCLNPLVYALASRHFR
IDE act – activators of human insulin-degrading enzyme in cells; P14735; HEK cells, FAbeta-B cleavage, fluorescence polarization; 0% vehicle, 100% cell-free pure enzyme wells; activation, % at 5.96 µM; 340,000 tested, 0.073% active; AID 493087;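 active means activation above the mean of all tested compounds plus 3 SD, set per screening campaign, cut at about 17% in these data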
CHRM4 PAM – positive allosteric modulators of human muscarinic M4 receptor; activation, % at 3 µM; CHO-K1 hM4/Gqi5, Fluo-8 calcium fluorescence, ACh EC20; 0% = ACh EC20, 100% = maximal ACh; AID 624126; 360,000 tested, 0.4% active;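 active means activation above its plate's cutoff, the mean activation of sample wells plus 3 SD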; further: some results filed as inactive read as strong as hits
Target sequence (P08173 whole entry, looked up): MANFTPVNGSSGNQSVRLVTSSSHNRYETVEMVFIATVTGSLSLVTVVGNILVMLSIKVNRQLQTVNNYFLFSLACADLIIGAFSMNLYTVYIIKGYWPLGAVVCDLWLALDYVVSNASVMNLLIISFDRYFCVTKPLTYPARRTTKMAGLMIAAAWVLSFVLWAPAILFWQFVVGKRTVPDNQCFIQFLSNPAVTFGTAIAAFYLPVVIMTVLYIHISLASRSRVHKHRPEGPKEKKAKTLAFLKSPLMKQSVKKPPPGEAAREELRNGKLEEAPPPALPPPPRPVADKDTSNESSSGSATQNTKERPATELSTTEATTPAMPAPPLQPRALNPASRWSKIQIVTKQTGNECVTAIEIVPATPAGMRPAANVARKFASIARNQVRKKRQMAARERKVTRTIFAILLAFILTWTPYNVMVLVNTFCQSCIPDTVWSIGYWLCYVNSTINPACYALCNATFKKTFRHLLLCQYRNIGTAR
PHOSPHO1 block – inhibitors of human PHOSPHO1 phosphatase | recombinant PHOSPHO1, absorbance phosphatase assay | inhibition, % at 13.3 µM | 290,000 tested, 1.1% active | AID 1565; in the data active means inhibition above about 60%
Target sequence (Q8TCT1 whole entry, looked up): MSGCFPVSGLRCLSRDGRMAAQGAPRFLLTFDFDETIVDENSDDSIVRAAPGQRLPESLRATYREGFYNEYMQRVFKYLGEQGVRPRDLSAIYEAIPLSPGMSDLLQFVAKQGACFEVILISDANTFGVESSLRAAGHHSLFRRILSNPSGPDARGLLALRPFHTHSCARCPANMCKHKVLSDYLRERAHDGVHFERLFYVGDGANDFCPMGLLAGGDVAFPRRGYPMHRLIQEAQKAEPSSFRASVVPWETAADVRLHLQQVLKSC
IDE cell inh – inhibitors of human insulin-degrading enzyme in cells. P14735. HEK cells, FAbetaB cleavage, fluorescence polarization. inhibition, % at 5.59 µM. 320,000 tested, 0.41% active;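 active means percent inhibition above the average of all tested compounds plus 3 SD, set per screening campaign, cut at about 16% in these data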;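 further: IDE supplied by intact live HEK cells; FP after avidin binding of uncleaved biotin substrate so inhibition keeps polarization high; 0% = DMSO wells and 100% = 60 µM reference IDE inhibitor Ii1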
CRFBP-R2 agonist – CRF-BP/CRF-R2 complex agonism | HEK293 CRF-R2/CRF-BP, calcium dye fluorescence (FLIPR); percent of saturating CRF peptide response | activation, % at 13.2 µM | 350,000 tested, 0.46% active | AID 588473;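 active means activation of at least 50%, plus an integration ratio under a set limit after plate pattern correction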;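 further: plate controls were neutral control wells without compound for no effect and CRF at EC100 for full effect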
Starred values were filed as active, the others as inactive; . = no result given; [ ] = another dose, or the depositor's remark.

no.	SMILES	CRFBP-R2 block	p-CIP stab down	MEKK3 PB1 HTS	GalR3 antag	IDE act	CHRM4 PAM	PHOSPHO1 block	IDE cell inh	CRFBP-R2 agonist
1	CCOc1ccc(N=Cc2ccc([N+](=O)[O-])cc2)c(O)c1	-13	.	.	-4	.	0	.	.	21
2	CN(CC(=O)Nc1ccc(F)cc1)C(=O)COC(=O)/C=C/c1cccs1	4	.	.	-2	1	0	.	5	-1.6
3	CCC1(CC)C(C#N)C(=O)NC(=O)C1C#N (stereo unspecified)	14	.	.	-6	1	8	.	.	3.4
4	O=C(OCC(=O)N(C1CCCCC1)C1CCCCC1)c1ccncc1	-1	-2	.	6	1	-8	-29	3	0.5
5	O=C(CSc1nc(=O)n(CCN2CCOCC2)c2c1CCCC2)Nc1cccc([N+](=O)[O-])c1	14	.	.	2	-2	-16	.	6	-6.0
6	CC(=O)Nc1cccc(NC(=O)CCn2c(=O)sc3ccccc32)c1	4	3	111	-3	2	-2	-7	1	-0.1
7	Cc1cc(=O)[nH]c(SCC(=O)c2ccc(O)c(O)c2)n1	4	2	105	-4	5	2	29	-18	19
8	O=C(Nc1cccc(-c2cscn2)c1)C1CCN(Cc2ccccn2)CC1	14	-2	100	-8	-8	0	26	.	0.2
9	CCCNC(=O)C(Cc1ccc(OC)cc1)NC(=O)c1ccc(Cl)cc1 (stereo unspecified)	1	.	.	1	4	12	.	1	-0.9
10	O=C(COc1coc(CN2CCN(c3ccccc3)CC2)cc1=O)Nc1ccccc1F	7	.	.	-5	3	8	.	2	0.9
11	Cc1ccc(C)c(S(=O)(=O)N2CCCN(C)CC2)c1	-14	-15	101	-9	-2	7	16	0	2.7
12	CCOP(=O)(OCC)C(NC(=O)Nc1ccc(Cl)cc1)c1ccccc1 (stereo unspecified)	-20	-4	98	-2	0	-6	-7	-5	-1.7
13	COc1cc(C(C)=O)ccc1OCC(=O)NC(=O)Nc1ccc(C)cc1C	9	.	.	-4	0	6	.	4	0.7
14	O=[N+]([O-])c1ccccc1S(=O)(=O)NC1CC2CCC1C2 (stereo unspecified)	-3	-1	104	-10	1	2	-1	6	0.3
15	CC(C)CC(CO)N1CCN(C(=O)c2ccc(C(C)(C)C)cc2)CCC1=O (stereo unspecified)	-3	-18	96	-6	-11	3	6	6	0.2
16	COc1cc(C)nc(Oc2ccc(OCCOc3ccccc3)nn2)n1	-2	-14	102	-4	0	0	1	0	-1.1
17	O=C(Nc1cccc(S(=O)(=O)N2CCCCC2)c1)c1cc([N+](=O)[O-])ccc1N1CCOCC1	22	.	.	6	-3	-1	.	0	-1.1
18	O=C(c1ccc(F)cc1)N1CCC(C(=O)N2CCN(S(=O)(=O)c3ccccc3Br)CC2)CC1	10	.	.	-2	0	2	.	0	0.0
19	CC(=O)N1c2ccc(S(=O)(=O)NCCC(=O)NCc3ccc(Cl)cc3)cc2CC1C (stereo unspecified)	2	-6	98	2	4	-1	53	-2	-0.4
20	CCN(C(=O)CCN1C(=O)c2ccccc2S1(=O)=O)c1ccccc1	-4	.	.	2	6	5	.	-1	0.8
21	CCC(Sc1nc(C)cc(=O)[nH]1)C(=O)Nc1ccc(Cl)cn1 (stereo unspecified)	12	-9	106	1	5	9	-4	4	-1.1
22	Cc1ccccc1OCC(=O)NNC(=O)Nc1ccccc1	-3	-5	96	-1	0	6	-3	3	-0.9
23	C=CCNC(=O)C1CCN(c2ccc(S(=O)(=O)N3CCOCC3)cc2Cl)CC1	11	-23	93	7	2	-7	24	5	-5.0
24	COCCN(C(=O)COC(=O)Cc1cccc(OC)c1)c1c(N)n(Cc2ccccc2)c(=O)[nH]c1=O	7	.	.	-2	9	14	.	-2	-0.3
25	Cc1ccc(OCC(=O)N/N=C/c2cn(C)c3ccccc23)cc1	0	-1	98	1	2	-4	37	1	-1.4
26	COc1ccc(S(=O)(=O)N2CCN(c3nc(-c4cccnc4)nc4ccccc34)CC2)cc1	-7	.	.	-7	1	-10	.	-1	-1.2
27	O=C(N/N=C/c1cccc(Cl)c1)C(c1ccncc1)N1CCOCC1 (stereo unspecified)	15	1	89	-4	4	3	12	1	-1.1
28	Cc1[nH]nc(-c2ccc(O)cc2O)c1-c1nc2ccccc2s1	-25	-3	102	-8	4	-7	-5	-7	-0.7
29	Cc1onc(-c2ccccc2Cl)c1C(=O)Nc1sc2c(c1C(N)=O)CCC(C)C2 (stereo unspecified)	-92	-5	106	-6	2	5	-7	2	7.1
30	CCCCCCn1c(SCC(=O)NC2CCS(=O)(=O)C2)nc2ccccc2c1=O (stereo unspecified)	-25	.	.	-8	.	4	.	.	-0.6
31	CC1CC(C)CN(S(=O)(=O)c2ccc(C(=O)N(C)Cc3ccccc3)cc2)C1 (stereo unspecified)	-4	.	.	-5	3	-1	.	4	0.2
32	CCNC(=S)Nc1ccc(Oc2ccccc2)cc1	45	.	108	2	5	-1	.	1	-0.1
33	COc1ccc(NC(=O)N(C2CCCCC2)C2CCN(C(C)C)CC2)c(OC)c1	38	-4	96	-4	4	13	-10	.	1.3
34	CC1CCCCC1NC(=O)c1nn(C)c2c1CS(=O)(=O)c1ccccc1-2 (stereo unspecified)	-3	1	94	-7	2	-7	26	0	0.0
35	CC(=O)c1cccc(NC(=O)COC(=O)[C@@H](NC(=O)OCc2ccccc2)C(C)C)c1	-42	7	96	0	5	-12	-9	0	-2.6
36	O=C(NCCc1ccc(Cl)cc1)C1CCN(C(=O)c2sccc2-n2cccc2)CC1	9	-18	104	-4	2	0	-7	-3	0.0
37	CC1CN(C(=O)COC(=O)Cc2c(F)cccc2Cl)CC(C)O1 (stereo unspecified)	-7	.	.	-3	4	12	.	3	-1.8
38	COc1ccccc1C(=O)NCCC(=O)NNC(=O)C1COc2ccccc2O1 (stereo unspecified)	6	.	.	-5	2	8	.	-1	-0.7
39	c1ccc(C(c2ccccc2)N2CCN(Cc3nnnn3C3CCCCC3)CC2)cc1	11	2	91	0	1	10	-16	3	2.1
40	Cc1ccc(-c2nn(-c3cccc(F)c3)cc2CNCc2cccnc2)o1	-14	9	105	-1	1	7	28	-2	5.8
41	COc1ccc(CC(=O)Nc2cc(Cl)ccc2C(=O)O)cc1	-6	-9	103	-6	14	2	28	-4	-1.0
42	CCOc1ccc(CNC(=O)C2CCC(=O)N2C2CCCC2)cc1OC (stereo unspecified)	14	-6	101	-11	-3	19	52	1	-0.3
43	O=C(O)c1cc2c(cn1)[nH]c1ccccc12	10	8	101	-11	4	-5	-5	6	0.2
44	CC(Oc1ccc([N+](=O)[O-])cc1)C(=O)NCC1CCCO1 (stereo unspecified)	6	-1	103	-4	3	-4	27	4	-0.5
45	COc1ccc(CCN(C)C2CCCN(C(=O)Cn3cnnn3)C2)cc1OC (stereo unspecified)	4	-8	102	6	1	-1	23	5	5.0
46	Cc1nc(Nc2ccc(F)cc2)nc(Nc2ccc(F)cc2)c1[N+](=O)[O-]	-11	-3	97	-1	5	-5	7	3	3.8
47	COC(=O)CSc1nnc(CNC(=O)c2cccc(C)c2)n1-c1ccccc1OC	-8	-3	.	-4	4	4	11	-1	-2.2
48	Cc1ccc(S(=O)(=O)Nc2cccc(-c3ccc4nnc(C)n4n3)c2)s1	-21	20	104	-1	1	-4	-1	1	0.5
49	CSc1nnc(-c2ccccc2SC)o1	-2	-8	99	-4	-4	-2	37	-4	-0.2
50	COc1ccc(-n2c(C)c(C)c3c(NCCCN(C)C)ncnc32)cc1	-9	3	93	-11	3	-2	34	1	0.6

(list continues)
no.	SMILES	CRFBP-R2 block	p-CIP stab down	MEKK3 PB1 HTS	GalR3 antag	IDE act	CHRM4 PAM	PHOSPHO1 block	IDE cell inh	CRFBP-R2 agonist
51	C[C@@H]1C=C(C(=O)NC2CC2)O[C@H](OCc2ccc(CO)cc2)C1	3	-3	96	-5	-2	3	35	1	-0.3
52	Fc1ccc(Nc2nc(Oc3ccc4c(c3)OCO4)nc(N3CCOCC3)n2)c(F)c1	-60	-10	99	-5	4	6	17	4	0.0
53	COc1cccc(CC(=O)OC(C)C(=O)NCc2ccc3c(c2)OCO3)c1 (stereo unspecified)	11	.	.	1	0	6	.	-5	-2.0
54	NS(=O)(=O)c1ccc(-c2ccc(/C=C3\SC(=O)NC3=O)o2)cc1	6	3	100	-1	3	16	20	-1	-4.1
55	Cc1nc2ccc(Cc3ccc4nc(C)[nH]c4c3)cc2[nH]1	-8	-22	112	1	-4	9	13	-4	0.0
56	c1ccc(-c2nc(NC3CC3)nc(-n3ccnc3)n2)cc1	-14	-9	89	-7	4	-4	60	2	-0.4
57	Cc1cc(NC(=O)NC(=O)c2ccccc2F)no1	-17	-8	100	-2	0	10	28	3	0.8
58	CCOC(=O)C1=C(COC(=O)c2ccc(Cl)cc2[N+](=O)[O-])NC(=O)NC1C (stereo unspecified)	-8	.	.	1	4	9	.	4	-0.7
59	NNC(=O)C(=O)Nc1ccc(O)cc1	25	-20	102	-5	-3	10	58	5	-1.6
60	Cn1c(=O)c2c(nc(SCc3cccnc3)n2Cc2ccccc2)n(C)c1=O	5	6	96	8	-8	-2	35	0	0.6
61	Cn1c(CSc2nc3ccc(Br)cc3[nH]2)nc2ccccc21	-2	4	105	-6	-1	11	10	2	0.9
62	N#CCCS(=O)(=O)c1nnnn1-c1ccccc1	.	-4	99	.	.	.	-3	-2	.
63	COc1ccc(CCNC(=O)c2ccn[nH]2)cc1OC	5	-4	106	-3	6	12	-144	-6	0.6
64	CCOc1ccccc1OCCN1CCCC1	3	-13	105	-2	0	-5	14	-2	0.7
65	O=C(N=C1SC2CS(=O)(=O)CC2N1CCc1ccccc1)C1CCCCC1 (stereo unspecified)	-10	-1	96	-8	4	-2	19	-5	-0.9
66	Cc1cc(C(F)F)n2ncc(C(=O)NCCc3ccccc3Cl)c2n1	-11	-2	111	-3	2	4	10	-1	-2.6
67	CCC(C)[C@H]1CNCCN1CCc1cccc2ccccc12 (stereo partly specified)	-8	.	.	-7	8	-7	.	2	1.1
68	CCc1ccc(NS(=O)(=O)c2ccc3[nH]cc(C(=O)N4CCCCC4)c(=O)c3c2)cc1	-7	-10	104	1	4	14	10	2	-1.2
69	COCCNC(=O)c1cc2c(s1)-c1ccc(Cl)cc1SC2	-2	0	112	-10	5	0	5	.	-2.1
70	Cc1nn(-c2ccccc2)c(Cl)c1/C=N/NC(=O)c1ccnn1C	-19	-7	100	0	4	0	14	0	-0.7
71	CCCc1cc(=O)[nH]c(SCC(=O)N(C)CC(=O)Nc2ccccc2CC)n1	-4	-15	109	-2	0	-1	-15	4	0.0
72	C=CCOC(=O)C(C#N)c1nc2ccccc2nc1N1CCN(c2ccccc2OC)CC1 (stereo unspecified)	8	-7	102	-2	4	-9	-55	-2	-1.5
73	Cc1nn(-c2ccccc2C(=O)O)c(=O)c2ccccc12	-1	-10	2.0*[inhibitor]	11	-2	28	-10	-2	0.2
74	C/C(N)=C(/C#N)C(=O)COC(=O)c1cc2c(s1)CCCC2	-37	-5	109	-3	-2	-1	9	-3	0.6
75	O=C(Cc1ccccc1)NNC(=O)Cc1ccccc1	-1	-11	82	5	5	3	32	1	1.1
76	Cc1cc(C)n(-c2ccc(-n3ccnc3)nn2)n1	7	7	.	1	-1	16	-9	-3	-0.5
77	COc1cc2cnc(-c3ccsc3)c(-c3ccc(F)cc3)c2cc1OC	2	.	.	-4	-3	-3	.	0	-0.6
